Bioassay records: PubChem, National Center for Advancing Translational Sciences (NCATS)
S3 lipid droplet – qHTS Assay for Lipid Storage Modulators in Drosophila S3 Cells. 320,000 tested, 0.64% active. AID 2685. Drosophila S3 cells, BODIPY lipid droplet fluorescence, 18-24 h; cells fed with added oleic acid. Potency in µM for hits, for the others lipid storage change, negative = inhibition, % at the top dose, mostly 46.1 µM; active = well fitted inhibition curve with a large enough effect in the signal ratio, with a control signal flat, not every such curve was filed as active; inconclusive = small, poorly fitted or top-dose-only effect, or effect the other way, or a change in a side signal; the % refers to the signal ratio
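Laser-scanning cytometry quantifies lipid droplet accumulation (500–530 nm total intensity; droplet/cell object ratio) in oleic acid-fed (400 uM added) Drosophila S3 cells treated with a concentration series. 20 uM Triacsin C defined 100% inhibition.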
S3 lipid droplet cell count max – also measured in S3 lipid droplet; calls as there; cell number change, %; measured here: cell count max response;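 cells counted by Cell Tracker Red CMTPX staining in the red channel; peak over a dose series mostly up to 46.1 µM; percent activity relative to internal control wells on each plate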
Active calls of the source: *; i = inactive; ? = inconclusive; nt = no result given; [ ] = remark or other dose. % is scaled to controls: 0 for no effect and ±100 for the full control effect; potency is read from the fitted curve at half-maximal effect. Some of the compounds tested; rates above refer to the full screens.

The first 3 records as a preview:
entry	S3 lipid droplet	S3 lipid droplet cell count max	SMILES
1	6%	7	COCCNc1c2c(nc3c(-c4ccccc4)c(C)nn13)CCC2
2	13%	15	C#Cc1ccc([C@H]2C=C(C(=O)Nc3ccccc3)O[C@@H](OCc3ccc(CO)cc3)C2)cc1
3	3%	5	CC(C)C[C@H](NC(=O)c1ccc(OC2CCN(C(=O)C3CC3)CC2)cc1)C(N)=O

The list itself, repeating the preview:
entry	S3 lipid droplet	S3 lipid droplet cell count max	SMILES
1	6%	7	COCCNc1c2c(nc3c(-c4ccccc4)c(C)nn13)CCC2
2	13%	15	C#Cc1ccc([C@H]2C=C(C(=O)Nc3ccccc3)O[C@@H](OCc3ccc(CO)cc3)C2)cc1
3	3%	5	CC(C)C[C@H](NC(=O)c1ccc(OC2CCN(C(=O)C3CC3)CC2)cc1)C(N)=O
4	?	nt	CC(C)Oc1ccc(/C=N/NC(=O)c2ccc(N(Cc3ccccc3)S(C)(=O)=O)cc2)cc1
5	-9%	-4	CO/N=C(\C(=O)N[C@@H]1C(=O)N2C(C(=O)O)=C(COC(N)=O)CS[C@H]12)c1ccco1
6	-25%	-8	CC(=O)Nc1cc2c(cc1NC(=O)Cn1nnc(-c3ccc(C)o3)n1)OCCO2
7	?	nt	O=C1C=C(c2ccccc2)C(O)(c2ccccc2)C1 (stereo unspecified)
8	i	23	CC(=O)N1c2ccc(S(=O)(=O)N3CCC(C(=O)Nc4ccc(C)cn4)CC3)cc2CC1C (stereo unspecified)
9	i	nt	O=C(Cn1cccc1C(=O)c1ccccc1)NCc1ccc(F)cc1
10	?	nt	Cc1ccccc1OCC(=O)OC(C(=O)c1ccccc1)c1ccccc1 (stereo unspecified)
11	17%	5	CN(C)c1ccc(NC(=O)CSc2nc(N)c(C(=O)Nc3ccc(N(C)C)cc3)s2)cc1
12	-4%	nt	O=C(O)CC(c1ccc(Br)cc1)N1Cc2ccccc2C1=O (stereo unspecified)
13	?	nt	CCCCSc1nnc2c(n1)OC=Nc1ccccc1-2
14	?	nt	COc1ccc(C(c2nnnn2C(C)(C)C)N2CCN(C)CC2)cc1OC (stereo unspecified)
15	-12%	5	COCCCNC(=O)c1cc(S(=O)(=O)N2CCOCC2)ccc1SCc1cccc(OC)c1OC
16	?	nt	CCc1c(C)nc(SCCOc2ccc(OC(C)C)cc2)[nH]c1=O
17	?	nt	COc1ccc(CCN(C)Cc2ccc(C(=O)Nc3ccccc3)cc2)cc1OC
18	14%	nt	CCCn1c(SCC(=O)N2CCCCC2)nnc1-c1ccccn1
19	19%	2	CC1(C)Cc2c(C#N)c(N3CCN(C(=O)c4ccco4)CC3)nc(Cc3ccccc3)c2CO1
20	?	nt	Cc1ccc(C2=CC(=O)C[C@H](c3ccc(F)cc3)C2)cc1
21	?	nt	CN(C)c1oc(-c2ccco2)nc1S(=O)(=O)c1ccc(Br)cc1
22	?	nt	CC(=O)c1c(C)[nH]c(C(=O)NNC(=O)COc2cc(C)cc(C)c2)c1C
23	21%	7	O=C(CSc1ccc(-c2cccnc2)nn1)Nc1ccccc1
24	?	nt	COc1ccc(-c2cc(C)no2)cc1S(=O)(=O)N(C)c1cccc(C)c1
25	7%	1	CCOC(=O)N1CCC(N(CCN(C)C)C(=S)Nc2cc(C)cc(C)c2)CC1
26	i	12	Cc1c(C(=O)NCc2ccc3c(c2)cc(C)n3C)cccc1[N+](=O)[O-]
27	?	nt	CC1CCCCC1NC(=O)CSc1nnnn1C (stereo unspecified)
28	?	nt	Cc1ccc(NC(=S)NC(=O)/C=C/c2ccco2)c(O)c1
29	?	nt	CCOc1cc(/C=C2\N=C(SC(C)C(N)=O)N(c3ccc(OC(F)F)cc3)C2=O)ccc1O (stereo unspecified)
30	?	nt	CCNC(=O)c1ccc(CSc2ccc(Cl)cc2)cc1
31	-5%	-10	O=C(O)c1ccc2c(c1)C(=O)N(c1cccc(C(=O)/C=C/c3ccccc3)c1)C2=O
32	-20%	12	COCCCn1c(SCc2cc(=O)[nH]c3ccccc23)nnc1-c1ccco1
33	-8%	9	CSc1cccc(NC(=O)C(=O)NCc2ccccc2)c1
34	i	-8	C=CCN(C(=O)c1csnn1)C(C(=O)NC1CCCC1)c1ccccc1F (stereo unspecified)
35	?	nt	Cc1ccc2cccc(Oc3ccc([N+](=O)[O-])cc3[N+](=O)[O-])c2n1
36	?	nt	Cc1cc(OCc2cc(C(=O)N3CCCCCC3)no2)cc(C)c1Cl
37	-1%	-12	COc1cccc(C2NC(=O)c3ccccc3O2)c1OCc1ccccc1F (stereo unspecified)
38	19%	nt	O=c1cc(N2CCc3ccccc3C2)[nH]c(=O)n1-c1ccccc1Cl
39	?	nt	Cc1nc(N2CCN(c3ccccn3)CC2)c2c(C)c(C(=O)Nc3ccc(Br)cc3C)sc2n1
40	11%	-20	Cc1ccc(-n2ncc(C(=O)NCc3ccc4c(c3)OCO4)c2NC(=O)c2ccco2)cc1C
41	?	nt	O=C(O)c1cc(S(=O)(=O)Nc2cccc3ccccc23)c(Cl)cc1Cl
42	?	nt	Cc1occc1C(=O)NC1CCCN(Cc2ccc(CC(C)C)cc2)C1 (stereo unspecified)
43	12%	10	CCN(CC)C(=O)Nc1c(C)n(C)n(-c2ccccc2)c1=O
44	8.2µM*	nt	CCN1C(=O)[C@H]2[C@@H](c3ccc(SC4CCCCC4)cc3)N[C@@](CC(C)C)(C(=O)OC)[C@H]2C1=O
45	?	nt	NC(=O)NC(CC(=O)Nc1cccnc1)c1cccc(Br)c1 (stereo unspecified)
46	?	nt	C=CCOn1c(=O)c(=O)n(OCc2ccccc2)c2ccccc21
47	?	nt	CCO[C@@H]1OC(C(=O)O)=C[C@H](c2coc3ccccc3c2=O)[C@H]1CCCO
48	10%	-11	COCCN1C=C(C(=O)OC)C(c2ccc(OC)c(OC)c2)C(C(=O)OC)=C1

Reformatted: entries from further up.
| No. | smiles | S3 lipid droplet | S3 lipid droplet cell count max |
| --- | --- | --- | --- |
| 43 | CCN(CC)C(=O)Nc1c(C)n(C)n(-c2ccccc2)c1=O | 12% | 10 |
| 44 | CCN1C(=O)[C@H]2[C@@H](c3ccc(SC4CCCCC4)cc3)N[C@@](CC(C)C)(C(=O)OC)[C@H]2C1=O | 8.2µM* | nt |
| 45 | NC(=O)NC(CC(=O)Nc1cccnc1)c1cccc(Br)c1 (stereo unspecified) | ? | nt |
| 46 | C=CCOn1c(=O)c(=O)n(OCc2ccccc2)c2ccccc21 | ? | nt |
| 47 | CCO[C@@H]1OC(C(=O)O)=C[C@H](c2coc3ccccc3c2=O)[C@H]1CCCO | ? | nt |

Further entries:
entry	S3 lipid droplet	S3 lipid droplet cell count max	SMILES
49	?	nt	O=C(Nc1ccc(NC(=O)C2CC2)cn1)c1ccccc1
50	?	nt	CC(=O)c1cccc(NC(=O)CC2S/C(=N/N=C3CCCCCC3)NC2=O)c1 (stereo unspecified)
51	?	nt	O=C(C1CCN(S(=O)(=O)c2cnc[nH]2)CC1)N1CCN(c2ncccn2)CC1
52	-38%[0.0737 µM]	-6	COc1cc(NC(=O)c2cc(S(=O)(=O)N3CCCCC3)ccc2N2CCOCC2)cc(OC)c1
53	?	nt	O=c1c(/C=N/O)coc2ccc3ccccc3c12
54	-4%	0	Cc1cc(NC(=O)CSc2cn(CCNC(=O)c3ccccc3)c3ccccc23)no1
55	18%	-2	CN(C)C(=O)CSc1nnc(C23CC4CC(CC(C4)C2)C3)o1
56	14%	-9	O=C(N/N=C/c1cc([N+](=O)[O-])cc(Br)c1O)C12CC3CCC(CC(C3)C1)C2
57	?	nt	O=c1[nH]cnc(O)c1N=Nc1ccccc1
58	?	nt	COc1ccc(Br)cc1-c1nc2c(c(=O)[nH]c(=O)n2Cc2ccccc2)n1C
59	?	nt	Cc1nn(-c2ccccc2)c(Cl)c1/C=N/NC(=O)C1COc2ccccc2O1 (stereo unspecified)
60	22%	11	COc1ccc(C(C)=O)cc1CSCc1cc(C(C)=O)ccc1OC

Single records (already shown). Order of values: S3 lipid droplet	S3 lipid droplet cell count max
`O=c1[nH]cnc(O)c1N=Nc1ccccc1` across the screens: ?	nt
`CN(C)C(=O)CSc1nnc(C23CC4CC(CC(C4)C2)C3)o1` across the screens: 18%	-2
`O=c1c(/C=N/O)coc2ccc3ccccc3c12` across the screens: ?	nt
`O=C(C1CCN(S(=O)(=O)c2cnc[nH]2)CC1)N1CCN(c2ncccn2)CC1` across the screens: ?	nt
`COc1ccc(C(C)=O)cc1CSCc1cc(C(C)=O)ccc1OC` across the screens: 22%	11

Next section.
entry	S3 lipid droplet	S3 lipid droplet cell count max	SMILES
61	28%	nt	COc1ccccc1C(=O)COC(=O)c1cc(=O)[nH]c2ccccc12
62	1%	12	O=C(COC(=O)CCN1C(=O)/C(=C\C=C\c2ccccc2)SC1=S)Nc1cc(F)ccc1F
63	-5%	-6	Cc1cccc(-n2c3nc(=O)[nH]c(=O)c-3cc3cc([N+](=O)[O-])ccc32)c1
64	-2%	-15	Cc1ccc(S(=O)(=O)N2CCN(C(=O)COc3ccc(C)nc3[N+](=O)[O-])CC2)c(C)c1
65	?	nt	CC(C)(C)CC(C)(C)c1ccc(OCCOCC[N+](C)(C)Cc2ccccc2)cc1
66	i	25	CN(C)S(=O)(=O)c1ccc(S(=O)(=O)NCc2ccc3c(c2)OCO3)cc1
67	10%	-11	O=C1CCC(C(=O)OCC(=O)c2c[nH]c3ccccc23)=NN1
68	i	-1	COc1ccc(C(=O)Nc2nnc(S(=O)(=O)N(C)Cc3ccc(F)cc3)s2)cc1OC
69	-4%	-2	COc1ccc(-n2c(SCC(N)=O)nc3nc4c(cc3c2=O)COC(C)(C)C4)cc1
70	-19%	23	Cc1cc(NC(=O)C(C)C)ncc1NC(=O)c1ccco1
71	-8%	-9	Cc1ccc(S(=O)(=O)Cn2nnnc2CN(Cc2ccco2)Cc2cccs2)cc1
72	3%	10	CNC(=O)CS(=O)CC(=O)Nc1cc(OC(C)C)c(Cl)cc1Cl (stereo unspecified)
73	?	nt	O=C(CNC(=O)c1ccc(Cl)cc1)OC1CCOC1=O (stereo unspecified)
74	?	nt	O=C(COc1ccccc1Cl)Nc1ccc2c(c1)OCO2
75	1%	7	O=C(CCc1nc2cccnc2n1Cc1ccccc1)N1CCOCC1
76	12%	8	COc1cccc(-n2c(-c3ccc4[nH]c(C)c(C)c4c3)n[nH]c2=S)c1
77	i	19	CC(=O)c1sc(N)nc1C
78	-9%	-5	CCN(CC)CCCNc1nc(N)c([N+](=O)[O-])c(NCCO)n1
79	?	nt	N/C(=N\OC(=O)CCCOc1ccccc1)c1ccccn1
80	-23%	-15	Cc1ccc(CNC(=O)CCc2c(C)nc3c(c(C)nn3-c3ccc(C)cc3)c2C)cc1
81	0%	-7	CCCN(CCC)c1nc2ccccc2nc1C(C#N)C(=O)OC(C)COC (stereo unspecified)
82	?	nt	CCc1ccccc1NC(=O)CCN1C(=O)c2ccccc2C1=O
83	?	nt	O=S(=O)(NCc1ccccc1)c1ccc2ccccc2c1
84	?	nt	CCCn1c2ccccc2c2nnc(SCC(=O)Nc3cc(C)on3)nc21
85	?	nt	CC(OC(=O)c1cc2sccc2n1C)C(=O)NCc1ccc2c(c1)OCO2 (stereo unspecified)
86	11%	-14	C#CCOCCOCCOCCNc1nc(N2CCOCC2)nc(N2CCN(C(=O)CCCCCCCCCCNC(=O)Cn3cc(CCCCCN)nn3)CC2)n1
87	?	nt	O=C(COC(=O)c1cc(Br)c(Br)s1)NCCC1=CCCCC1
88	-10%	19	O=C1/C(=C/c2ccco2)N=C(N2CCCCC2)N1c1ccccc1
89	?	nt	CC(=O)NS(=O)(=O)c1ccc(NC(=O)c2cccc(S(=O)(=O)N3CCc4ccccc43)c2)cc1
90	-15%	-6	Cc1ccc(OCC(=O)Nc2ccc3oc(=O)ccc3c2)cc1
91	-5%	-23	S=c1[nH]nc(COc2ccccc2)n1/N=C/c1c(Cl)cccc1Cl
92	?	nt	Cc1ccc(S(=O)(=O)N2CCCC(C(=O)NCc3ccc4c(c3)OCO4)C2)cc1 (stereo unspecified)
93	9%	9	CCOc1ccc(S(=O)(=O)n2nnc3ccccc32)cc1C(C)C
94	10%	20	COc1cc(C2Sc3ccccc3NC3=C2C(=O)OC3)cc(OC)c1OC (stereo unspecified)
95	?	nt	CCc1ccc(-c2cc(C)no2)cc1S(=O)(=O)N1CCN(c2ccc(F)cc2)CC1
96	?	nt	N#C/C(=C1\CCCN1)c1ccc2ccccc2n1
97	?	nt	Cc1ccc(OCC(=O)N2CCC(N3CCCCCC3)CC2)cc1
98	16%	-5	Cc1cnc(NC(=O)c2ccco2)s1
99	?	nt	C=CCC1=C/C(=C\c2c(N)n3nc(CC(=O)N4CCCC4)sc3nc2=O)C=C(OC)C1=O
100	6%	1	CCN(CCn1cccn1)C(=O)CC1C(=O)NCCN1CC1CCCCC1 (stereo unspecified)
101	0%	0	CC(C)c1ccc(-c2nc(N3CCCCC3)[nH]c(=O)c2C#N)cc1
102	?	nt	O=C(NCc1ccco1)c1ccccc1-c1ccccc1
103	-10%	13	CC(=O)c1ccc(S(=O)(=O)N2Cc3ccccc3CC2C(=O)O)cc1 (stereo unspecified)
104	?	nt	Nc1nnc(SCC(=O)OCC(=O)NC23CC4CC(CC(C4)C2)C3)s1
105	-10%	7	CCCSc1nc(C)cc(=O)[nH]1
106	-1%	0	Cc1oc(-c2ccccc2Cl)nc1CN(C)C(C)c1ccon1 (stereo unspecified)
107	?	nt	CCN(CC(=O)NCc1cccs1)C(=O)CCc1c[nH]c2ccccc12
108	25%	7	COc1cc2c(C(=O)NCc3ccccn3)cn(CC(C)C)c(=O)c2cc1OC
109	?	nt	CCOc1ccc(S(=O)(=O)NCc2ccccn2)cc1NC(=O)c1ccccc1
110	25%	nt	CCc1ccc(Nc2ccc(C(N)=O)cc2[N+](=O)[O-])cc1
